Screening results (PubChem BioAssay)
TrxR1 substrate: qHTS Assay for Substrates of Mammalian Selenoprotein Thioredoxin Reductase 1 (TrxR1): qHTS; Thioredoxin reductase 1, cytoplasmic (Rattus norvegicus), O89049; purified TrxR1 substrate turnover, NADPH consumption readout; Potency, µM (highest dose often 114 µM), for inactives: at the top dose activity change, negative = substrate turnover; 390,000 tested, 0.01% active; AID 588456, 2011; also: potency is read from the fitted curve at half-maximal effect; % is scaled to controls: 0 for no effect and ±100 for the full control effect; nearly all actives have a fitted effect of over 50% in size
Target sequence (O89049 whole entry, looked up): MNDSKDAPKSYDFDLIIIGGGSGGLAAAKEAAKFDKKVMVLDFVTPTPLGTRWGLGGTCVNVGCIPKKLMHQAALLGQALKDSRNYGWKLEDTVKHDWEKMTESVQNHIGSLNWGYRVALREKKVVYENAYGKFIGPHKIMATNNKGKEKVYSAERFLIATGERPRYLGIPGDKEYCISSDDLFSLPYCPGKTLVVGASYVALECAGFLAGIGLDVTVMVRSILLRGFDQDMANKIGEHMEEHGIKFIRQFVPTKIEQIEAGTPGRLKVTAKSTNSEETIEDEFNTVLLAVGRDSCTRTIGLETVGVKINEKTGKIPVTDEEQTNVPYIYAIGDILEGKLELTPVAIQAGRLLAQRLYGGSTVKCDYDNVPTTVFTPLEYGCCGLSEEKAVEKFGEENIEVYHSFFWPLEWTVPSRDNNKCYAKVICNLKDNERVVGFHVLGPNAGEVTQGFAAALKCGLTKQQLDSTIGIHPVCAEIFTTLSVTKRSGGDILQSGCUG
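Rat TrxR1, dispensed at 90 nM, was prereduced with 400 uM NADPH (final) for 5 min at ~22 deg C, then incubated with compound 15 min before 400 uM selenite. A first-read NADPH fluorescence drop versus no-compound background flagged substrates.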
RGS4 inhibitor: Inhibitors of Regulator of G Protein Signaling (RGS) 4: qHTS | Transcreener GDP fluorescence polarization, RGS4-accelerated GTP hydrolysis | Potency, µM (top dose mostly 114 µM), without a hit: at the highest dose activity change, negative = inhibition, actives largely listed as inhibitors | 390,000 tested, 0.039% active; also: potency is read from the fitted curve at half-maximal effect; % is scaled to controls: 0 for no effect and ±100 for the full control effect; nearly all actives have a fitted effect of over 75% in size; some results filed as inactive show a strong effect at the top dose
Target sequence (P49798 whole entry, looked up): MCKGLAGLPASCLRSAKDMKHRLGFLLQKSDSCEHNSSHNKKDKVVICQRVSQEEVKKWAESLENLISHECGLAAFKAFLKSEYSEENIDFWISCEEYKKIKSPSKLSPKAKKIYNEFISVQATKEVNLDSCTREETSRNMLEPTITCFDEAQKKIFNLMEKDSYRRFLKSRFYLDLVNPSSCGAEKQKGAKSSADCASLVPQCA
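MLSMR compounds (23 nl, pin-transferred) preincubated 10 min at room temperature with a 500nM (2x) first reagent, then RGS4 at 900nM (2x) plus Transcreener GDP mix added; fluorescence polarization (620/688 nm) read before and after 90 min at 30 °C.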
Vif-APOBEC3F blk: qHTS for Inhibitors of Vif-A3F Interactions: qHTS | HeLa A3F-eYFP + Vif (tagged APOBEC3F with the HIV-1 protein that degrades it), YFP fluorescence increase | Potency, µM (series often up to 46.1 µM), for the others: top-dose activity, negative = active | 390,000 tested, 0.2% active | AID 602313, 2012; also: potency is read from the fitted curve at half-maximal effect; % of control where 0% means no effect; nearly all actives have a fitted effect of over 65% in size
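HeLa cells stably expressing Vif plus C-terminally eYFP-tagged A3F were seeded, incubated overnight at 37 deg C, dosed with compound, incubated overnight again at 37 deg C. Yellow fluorescence (Ex 488/Em 500-530) reported blocked Vif-mediated A3F-eYFP degradation.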
LDHA inh: qHTS assay for inhibitors of human lactate dehydrogenase. 480,000 tested, 0.15% active. purified LDHA, NADH/diaphorase-resazurin fluorescence; active compounds read low. activity change, % (values are at about 110 or 230 µM). L-lactate dehydrogenase A chain (Homo sapiens), P00338; in the data active = activity change below about -30%; inconclusive = mostly about -25% to -30%;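 also: plate controls were DMSO wells for no effect and wells without enzyme for full effect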
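Human LDH5 at 2 nM final in Tris HCl pH 7.4 with 0.06 mM NADH and 0.2 mM pyruvate, reacted 5 minutes at room temperature. Remaining NADH coupled via diaphorase/resazurin; resorufin fluorescence read at 0 and 20 minutes, normalized to enzyme-free and DMSO wells.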
Glioma ERSR ind: qHTS for Inducers of the Endoplasmic Reticulum Stress Response (ERSR) in Human Glioma: qHTS; 420,000 tested, 0.02% active; U87-MG GRP78 promoter luciferase reporter, 16 h; AID 602332, 2012; Potency, µM, for inactives: at the highest dose activation, actives largely listed as activators; also: potency is read from the fitted curve at half-maximal effect; series mostly up to about 76 µM; % of control where 0% means no effect; nearly all actives have a fitted effect of over 35% in size
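ERSR induction read as luciferase luminescence (Bright-Glo, 10 min at room temperature) in stably transfected human U87-MG glioma cells exposed to compounds for 16 h, using GRP78 as sensor.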
IDH1 R132H inh: qHTS for Inhibitors of mutant isocitrate dehydrogenase 1 (IDH1): qHTS; Isocitrate dehydrogenase [NADP] cytoplasmic (Homo sapiens), O75874; IDH1-R132H enzyme, NADPH consumption, diaphorase/resazurin fluorescence; Potency, µM (series often up to 76.6 µM), without a hit: at the top dose activity change, negative = inhibition, actives largely listed as inhibitors; 390,000 tested, 0.093% active; also: potency is read from the fitted curve at half-maximal effect; % is scaled to controls: 0 for no effect and ±100 for the full control effect; nearly all actives have a fitted effect of over 65% in size
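IDH1-R132H (0.5 ug/mL) preincubated 30 min with compound, then NADPH (0.016 mM) and alpha-KG (2 mM) added; 80 min at RT, pH 7.5. Remaining NADPH coupled via diaphorase/resazurin to fluorescence (540/590 nm); concentration-response curves normalized to no-enzyme control.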
USP1 inh: Inhibitors of USP1/UAF1: Primary Screen | 390,000 tested, 0.23% active | recombinant USP1/UAF1, Ub-Rhodamine cleavage fluorescence | Ubiquitin carboxyl-terminal hydrolase 1 (Homo sapiens), O94782 | Potency, µM (doses to about 57.1 µM), for inactives: at the top dose activity change, negative = inhibition, hits mostly inhibitors | AID 743255, 2014; also: potency is read from the fitted curve at half-maximal effect; % is scaled to controls: 0 for no effect and ±100 for the full control effect; nearly all actives have a fitted effect of over 60% in size; inactives centre near -12
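1 nM enzyme complex + cpd, 15 min RT; start with Ub-Rho 150nM final; kinetic fluorescence ex 480/em 540, 6 reads q60 s. Buffer 50mM HEPES pH 7.8, 0.5mM EDTA, 0.1 mg/ml BSA, 1mM TCEP, 0.01% Tween-20.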
TrxR1 inh: qHTS Assay for Inhibitors of Mammalian Selenoprotein Thioredoxin Reductase 1 (TrxR1): qHTS; Thioredoxin reductase 1, cytoplasmic (Rattus norvegicus), O89049; recombinant rTrxR1, NADPH fluorescence consumption, selenite substrate; Potency, µM (top dose mostly 114 µM), for the others: at the top dose activity change, negative = inhibition, actives largely listed as inhibitors; 390,000 tested, 1% active; also: potency is read from the fitted curve at half-maximal effect; % is scaled to controls: 0 for no effect and ±100 for the full control effect; nearly all actives have a fitted effect of over 65% in size
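Rat TrxR1 (90 nM in the dispensed reagent) was pre-reduced with 400 uM NADPH for 5 min at room temperature, then incubated with compound for 15 min. After 400 uM selenite was added, NADPH fluorescence (Ex 340/Em 450 nm) was followed for 8 min.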
Vif-A3G inh: qHTS for Inhibitors of Vif-A3G Interactions: qHTS; DNA dC->dU-editing enzyme APOBEC-3G (Homo sapiens), Q9HC16; HeLa A3G-eYFP + Vif (tagged APOBEC3G with the HIV-1 protein that degrades it), YFP fluorescence, overnight; Potency, µM (highest dose often 46.1 µM), for the others: top-dose activity, negative = active, hits mostly inhibitors; 410,000 tested, 0.076% active;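 also: potency is read from the fitted curve at half-maximal effect; % is scaled to controls: 0 for no effect and ±100 for the full control effect; nearly all actives have a fitted effect of over 60% in size; hits raise eYFP signal because A3G escapes Vif-driven loss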
Target sequence (Q9HC16 whole entry, looked up): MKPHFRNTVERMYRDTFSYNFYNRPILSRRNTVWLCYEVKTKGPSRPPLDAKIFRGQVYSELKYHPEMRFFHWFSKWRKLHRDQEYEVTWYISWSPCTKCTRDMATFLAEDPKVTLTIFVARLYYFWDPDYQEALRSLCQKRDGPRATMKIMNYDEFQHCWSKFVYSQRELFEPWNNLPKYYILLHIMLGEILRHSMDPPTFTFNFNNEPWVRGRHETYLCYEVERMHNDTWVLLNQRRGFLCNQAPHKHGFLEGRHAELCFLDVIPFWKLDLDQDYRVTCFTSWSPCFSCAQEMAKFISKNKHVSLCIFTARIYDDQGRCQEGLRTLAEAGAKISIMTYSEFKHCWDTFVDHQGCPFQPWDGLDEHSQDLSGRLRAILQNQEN
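Read-out is eYFP fluorescence (Ex 488/Em 500-530) from Vif-expressing HeLa A3G-eYFP cells; more signal means A3G escaped Vif-mediated degradation. Cells plated overnight, compound pinned in, incubated overnight at 37 deg C.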
The depositor's hits bear a star; u = inconclusive; x = not tested or not shown; & = joins results of further samples; [ ] = dose if it differs, or a comment. Unless noted, calls follow the shape of the dose curve; as a rule, active = well fitted curve in the direction sought with a large enough effect; inconclusive = small, poorly fitted or top-dose-only effect, or another doubt; inactive = no such curve, though single readings can be large; an effect the other way counts as inactive or inconclusive. Some of the compounds tested, so the mix of outcomes need not match the whole.

nr | Compound | Vif-A3G inh | LDHA inh | TrxR1 inh | IDH1 R132H inh | Glioma ERSR ind | TrxR1 substrate | RGS4 inhibitor | USP1 inh | Vif-APOBEC3F blk
1 | N#Cc1ccccc1COC(=O)CCN=C1NS(=O)(=O)c2ccccc21 | 2.2% | 2.9 | -9.2%[2.29 µM] | -5.2% | -2.8% | -7.9%[2.29 µM] | 15.8% | 4.6% | -2.6%
2 | CC1=C(C(=O)N(C)C)CC(CC(=O)NCc2cccs2)C(=O)N1Cc1ccccc1 (stereo not drawn) | -2.4% | 0.1 | x | 17.7% | -3.3% | x | x | -28.6% | -0.4%
3 | CCCN1CNC(=S)N(c2ccccc2C)C1 | -0.7% | -2.0 | -10.3%[57.1 µM] | 3.0% | 0.4% | -8.2%[57.1 µM] | -24.9% | -22.1% | -12.6%
4 | Cc1ccccc1NC(=O)c1c(NC(=O)C(C)Oc2cccc(Cl)c2)sc2c1CCCC2 (stereo not drawn) | 9.0% | -4.8 | 1.8% | 0.5% | -2.2% | 11.8% | u | u | 1.5%
5 | O=C(Nc1ccc2[nH]c(=S)sc2c1)Nc1ccccc1F | 0.9% | 8.7 | u | 0.0% | 1.0% | -3.4% | u | u | 2.9%
6 | CCOC(=O)C1=C(C)N(Cc2ccc(C(=O)O)cc2)C(=O)NC1c1ccc([N+](=O)[O-])cc1 (stereo not drawn) | 5.5% | 2.9 | 2.1% | -11.6% | -3.4% | -7.1% | 10.0% | -20.5% | 2.4%
7 | COc1ccc([C@H]2CC(=O)C=C(c3cc(Cl)ccc3C)C2)cc1 | -6.4% | 0.7 | 18.9%[57.1 µM] | 9.3% | -7.3% | 4.2%[57.1 µM] | -11.7% | -26.7% | 7.3%
8 | Cc1ccc(C(=O)Nc2ccccc2Sc2ccccc2)cc1 | -11.1% | -10.1 | 16.5%[57.1 µM] | 14.4% | -2.4% | -8.2% | 23.0% | -26.1% | 6.8%
9 | Cc1c(C(=O)Nc2ccc3c(c2)OCCO3)sc2nc(-c3ccccc3)cn12 | -0.6% | 0.3 | 19.6% | 9.0% | -3.7% | 5.8% | 6.0% | -25.0% | -5.2%
10 | CCc1cccc2c(C(=O)COC(=O)c3cccc(S(=O)(=O)N(C)C4CCCCC4)c3)c[nH]c12 | -4.0% | 0.1 | 13.4% | -1.2% | -5.3% | 6.8% | 1.5% | -17.4% | 4.7%
11 | O=C(N=C1SC2CS(=O)(=O)CC2N1c1ccccc1)c1cccc([N+](=O)[O-])c1 (stereo not drawn) | 0.4% | -16.4 | 14.1% | 28.0% | -5.2% | 4.4% | 15.0% | -7.4% | -18.0%
12 | COc1ccc(CNC[C@H]2O[C@@H](n3ccc(=O)[nH]c3=O)[C@H](O)[C@@H]2O)cc1OC | 1.2% | 4.0 | -5.5% | 7.4% | -0.5% | 1.1% | 1.7% | -9.9% | -1.3%
13 | CC1=C(c2ccc(F)cc2)S(=O)(=O)NC1=NCc1ccccc1F | -2.5% | -7.6 | 13.7%[57.1 µM] | u | -3.4% | -6.4%[57.1 µM] | -8.9% | -21.2% | -1.9%
14 | COc1cccc(NC(=O)Nc2cc(C(=O)O)ccc2C)c1 | -6.2% | -6.3 | 17.7%[57.1 µM] | 4.8% | -0.1% | 2.1%[57.1 µM] | 4.7% | -17.9% | 14.9%
15 | Cc1ccc(Cl)cc1N1CCN(C(=O)c2ccc3c(c2)N(Cc2ccc(F)cc2)CCS3)CC1 | 4.5% | -0.4 | 11.9% | -18.2% | -2.8% | 14.0% | 1.5% | -22.3% | -5.4%
16 | CN(C)C(=O)c1cc(F)ccc1Sc1cc(Cl)ccc1Cl | -1.5% | 1.6 | 11.0%[57.1 µM] | 11.8% | -4.9% | 3.4%[57.1 µM] | 5.1% | -16.5% | 4.4%
17 | CC1CN(C(=O)N2CCC(C(=O)NCc3cccs3)CC2)c2ccccc2O1 (stereo not drawn) | 0.0% | -2.2 | 15.6% | 13.4% | -2.2% | 3.3% | 4.0% | 0.3% | 7.1%
18 | COc1ccc(S(=O)(=O)N(CC(=O)N2CCOCC2)Cc2ccccc2)cc1C | 1.6% | 4.9 | 28.6% | 12.2% | -2.4% | 11.3% | 5.7% | -1.7% | -22.5%
19 | CCOC(=O)N1CCN(CC(=O)Nc2ccc(OC)cc2)CC1 | 0.0% | 0.4 | 7.2%[57.1 µM] | 2.5% | -3.0% | 10.4%[57.1 µM] | 4.5% | -22.0% | 4.0%
20 | Cc1ccc(S(=O)(=O)N2CCCC2C(=O)NC2=NCCS2)cc1 (stereo not drawn) | -3.7% | 1.1 | 3.0% | 2.2% | -4.3% | 0.0% | 3.2% | -13.9% | 1.7%
21 | COc1cccc(-c2nc(CS(=O)(=O)CC(=O)NCc3ccc(C)cc3)c(C)o2)c1 | 3.2% | -4.6 | 30.1% | -7.3% | -4.3% | 36.4%[activator] | 0.4% | 10.0% | -1.0%
22 | COc1ccc(-n2c(COc3ccc(C)cc3)nnc2SCC(=O)O)cc1 | -0.9% | -5.2 | 24.6% | -3.6% | -4.0% | 1.9% | 9.4% | -18.2% | 3.8%
23 | CCOC(=O)c1ccc(NC(=S)N2CCN(C(=O)C3CCCO3)CC2)cc1 (stereo not drawn) | -1.1% | -1.2 | 17.9% | 10.7% | -5.3% | 10.8% | 5.5% | -12.1% | 0.3%
24 | O=C(COc1ccccc1C(=O)Nc1cccc(F)c1)Nc1ccc(Br)cc1 | -8.6% | 2.3 | 21.4% | x | -1.7% | 6.5% | x | x | x
25 | CC(Oc1ccc(-n2cnnn2)cc1)C(=O)O (stereo not drawn) | -3.0% | -3.6 | 8.4%[57.1 µM] | 1.9% | -3.3% | 5.9%[57.1 µM] | -14.8% | -13.4% | 0.7%
26 | Cc1[nH]c(=O)c(C#N)c2c1CSC(C)(C)C2 | 0.7% | -1.5 | 7.2% | 4.8% | -2.3% | 4.2% | -6.1% | -16.7% | -6.4%
27 | O=C1CCCN1c1ccc(S(=O)(=O)NCCOc2ccccc2)cc1 | 1.4% | -2.1 | 1.3% | 4.3% | -5.3% | -3.6% | 38.8% | -4.3% | -6.0%
28 | Cc1ccc(S(=O)(=O)N2CCN(Cc3nc4ccc(C)cc4o3)CC2)c(C)c1 | -1.4% | 0.1 | 12.9%[57.1 µM] | -7.4% | -2.4% | -3.4%[57.1 µM] | 13.0% | -24.1% | -4.1%
29 | Cn1c(-c2cccc(Br)c2)n[nH]c1=O | -0.5% | 0.1 | 34.9%[57.1 µM] | 7.2% | -3.3% | -13.6%[57.1 µM] | -8.6% | -20.4% | 7.1%
30 | O=C(O)c1ccc(CNC(=O)c2ccc3c(c2)C(=O)N(Cc2cccnc2)C3=O)cc1 | 7.0% | -3.4 | 28.6% | 3.6% | 5.7% | 5.5% | 26.8% | -0.4% | 1.1%
31 | COc1cc2sc3ccc(C#CC4(O)CCCCC4)cc3c(=O)c2cc1OC | 6.5% | 4.7 | -21.4% | -3.2%[38.3 µM] | -3.7% | 4.8% | -29.8% | -29.3% | 6.2%
32 | Cc1ccc2nc(N3C(=O)C(O)=C(C(=O)c4ccco4)C3c3cccs3)sc2c1 (stereo not drawn) | 0.9% | 11.3 | u | 5.8% | 4.8% | -5.1%[57.1 µM] | -29.0% | 5.7% | -19.3%
33 | CCOC(=O)c1ccccc1NC(=O)Cn1c(=O)n(CCC(=O)N2CCc3ccccc3C2)c(=O)c2ccccc21 | 1.4% | 0.7 | 24.7% | 4.5% | 1.9% | 9.6% | -6.6% | -17.9% | -4.3%
34 | O=C(O)C/C(=C\c1cc(Br)cs1)c1nc2ccccc2o1 | -5.8% | -1.7 | -5.8% | -2.1% | -0.6% | -0.7% | -18.0% | -21.0% | 16.4%
35 | O=C(Cc1ccc(Cl)cc1)Nc1nc2ccccc2[nH]1 | 2.3% | -7.1 | 5.9%[57.1 µM] | 5.1% | -0.8% | 8.2%[57.1 µM] | 19.4% | -10.3% | 3.3%
36 | COc1ccccc1-c1n[nH]c(=S)o1 | 0.5% | -7.5 | -21.7% | 1.6% | -3.3% | 7.4% | 6.2%[11.4 µM] | -8.0% | 1.5%
37 | O=C(O)c1ccc(OCCn2ccnc2)cc1 | -6.5% | -4.0 | 20.9% | -16.0% | -3.6%&-4.8% | 2.9% | -17.7% | -15.8% | 6.5%
